ANO1 block – mouse TMEM16A channel inhibition, primary screen; 310,000 tested, 1.2% active; Q8BHY3; HEK293 TMEM16A/YFP iodide influx fluorescence, ionomycin; normalized B-score (activity score, 25-100; higher = stronger inhibition) at 10 µM;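 active = ratio plate-corrected score three or more library SD toward inhibition, starting fluorescence score within five deviations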;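 also: score derived from kinetic fluorescence span divided by baseline fluorescence per well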
hERG rescue – hERG (human) protection from proarrhythmic block; activation (rescue from dofetilide block), less the hit threshold, % at 10 µM; AID 1511; CHO-hERG, FluxOR thallium flux, dofetilide IC70 present; Q12809; 310,000 tested, 0.51% active;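 active = activation above the mean of controls blocked by dofetilide plus 5 SD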;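 also: thallium influx through hERG after potassium depolarization seen as dye fluorescence rise; in these data hits start at about 4.7%; inactives centre near -7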
Target sequence (Q12809 whole entry, looked up): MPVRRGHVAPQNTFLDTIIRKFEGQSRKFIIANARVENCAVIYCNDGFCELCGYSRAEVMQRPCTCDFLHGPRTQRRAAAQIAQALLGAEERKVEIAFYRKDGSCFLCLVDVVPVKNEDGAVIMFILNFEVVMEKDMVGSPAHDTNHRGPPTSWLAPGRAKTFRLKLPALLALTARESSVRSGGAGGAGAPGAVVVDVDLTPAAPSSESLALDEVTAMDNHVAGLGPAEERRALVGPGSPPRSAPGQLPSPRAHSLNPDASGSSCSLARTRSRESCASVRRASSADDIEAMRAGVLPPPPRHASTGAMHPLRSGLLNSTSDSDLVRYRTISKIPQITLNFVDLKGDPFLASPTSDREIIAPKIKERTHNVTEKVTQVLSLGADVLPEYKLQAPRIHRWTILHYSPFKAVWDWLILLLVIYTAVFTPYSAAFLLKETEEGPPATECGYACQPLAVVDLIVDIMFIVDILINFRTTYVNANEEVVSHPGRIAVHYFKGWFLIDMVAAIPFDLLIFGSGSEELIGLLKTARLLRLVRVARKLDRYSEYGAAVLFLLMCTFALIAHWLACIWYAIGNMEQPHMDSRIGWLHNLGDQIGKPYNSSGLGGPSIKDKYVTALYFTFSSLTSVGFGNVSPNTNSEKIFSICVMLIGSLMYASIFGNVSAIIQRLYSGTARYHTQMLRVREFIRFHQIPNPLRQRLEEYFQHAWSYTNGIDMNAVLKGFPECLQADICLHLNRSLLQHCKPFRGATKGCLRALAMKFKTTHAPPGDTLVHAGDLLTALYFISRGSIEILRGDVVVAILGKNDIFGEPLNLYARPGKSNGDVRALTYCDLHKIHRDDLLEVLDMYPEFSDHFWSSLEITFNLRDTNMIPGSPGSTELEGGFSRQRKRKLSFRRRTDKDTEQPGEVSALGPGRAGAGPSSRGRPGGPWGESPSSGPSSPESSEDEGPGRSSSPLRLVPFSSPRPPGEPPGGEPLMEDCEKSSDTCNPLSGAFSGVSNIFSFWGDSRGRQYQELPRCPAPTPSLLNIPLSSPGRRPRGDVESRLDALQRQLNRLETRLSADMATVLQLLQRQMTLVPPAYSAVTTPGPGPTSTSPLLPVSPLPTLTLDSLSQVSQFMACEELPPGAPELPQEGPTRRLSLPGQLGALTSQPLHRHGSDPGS
KCNK9 inh – human KCNK9 channel inhibition | Q9NPC2 | HEK293 KCNK9, FluxOR thallium flux fluorescence; hits give low values | B-score at 10 µM | 310,000 tested, 1.2% active;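 active = ratio B-score over 3 SD below the library mean, with starting fluorescence within 5 SD of its mean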;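 also: negative B-score means less thallium flux so channel inhibition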
SKKanGAS inh – SKKanGAS growth inhibition | S. pyogenes SKKanGAS, kanamycin growth, BacTiter-Glo, 6 h | inhibition, % at 7.5 µM | 300,000 tested, 1.3% active | AID 1662;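 active = mean replicate score, as percent of positive control median, at least 50; inconclusive = mean below 50 but one replicate at or above 50; inactive = mean and every replicate below 50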;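 also: strain carries kanamycin resistance gene driven by streptokinase promoter and grows in 40 µg/ml kanamycin; loss of luminescence reflects streptokinase promoter inhibition or plain growth inhibition; 0% = median of DMSO wells and 100% = positive control at its reference dose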
ANO1 activ – activators or potentiators of mouse TMEM16A chloride channel. Q8BHY3. HEK293 TMEM16A/YFP-H148Q/I152L, iodide quench fluorescence; hits give low values. B-score at 10 µM. 340,000 tested, 0.3% active. AID 623877;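 active = fluorescence-ratio B-score plate-corrected deviation score at least 3 library SD below zero, with starting fluorescence score within 5 deviations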;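 also: channel opened by trigger with iodide after compound preincubation; score built on the fluorescence ratio of max minus min over baseline; more negative score means more quench and so TMEM16A activation or potentiation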
RGS4 pot – potentiators or activators of RGS4. 310,000 tested, 0.92% active. B-score at 10 µM. AID 463111. HEK293 M3R/inducible RGS4, carbachol calcium flux Fluo4; hits give low values;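 active = B-score of the integrated calcium signal more than 4 SD below the library mean, with starting fluorescence not abnormally high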;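 also: negative B-score means reduced calcium response which marks RGS4 activation or potentiation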
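Also added: carbachol at ECmax as muscarinic agonist stimulus; Assay system: HEK293 cells with stable M3R and inducible RGS4; Timing: overnight RGS4 induction, 30 min dye load 37 °C, 20 min compound RT; Measured by: Fluo4-AM (2 µM) calcium-flux fluorescence, kinetic read.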
KCNQ1 pot – potentiators or activators of human KCNQ1 potassium channel; P51787; CHO-K1 KCNQ1, thallium flux FluxOR fluorescence; hits give high values; B-score at 10 µM; 310,000 tested, 0.35% active; AID 2648;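 active = fluorescence ratio B-score, a plate-corrected score, at least three library SD, with initial intensity B-score within 5 SD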
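Assay system: CHO-K1 cells stably expressing KCNQ1. Medium: assay buffer for compound exposure, DMSO matched across wells. Timing: 37 °C overnight plating, 90-min dark dye load, 20-min compound pretreatment. Signal: kinetic FluxOR fluorescence, 10 s baseline plus 110 s post-stimulus.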
HDAC3 inhib – blocks human histone deacetylase 3 | O15379 | recombinant HDAC3, fluorogenic peptide/trypsin coupled, fluorescence | inhibition, % at 8.3 µM | 320,000 tested, 0.15% active; in the data active = inhibition above about 26%, passing the limit was not always enough; inconclusive = no clear call, values can overlap the other calls
KCNK3 inh – human KCNK3 channel inhibition, primary screen. O14649. CHO-KCNK3 thallium flux, FluxOR fluorescence; hits give low values. B-score at 10 µM. 340,000 tested, 0.84% active. AID 602410;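 active = B-score under library mean minus 4 SD, starting fluorescence ratio at most library mean plus 5 SD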;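 also: more negative B-score means stronger inhibition of thallium flux through KCNK3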
RGS4 block – inhibitors of human RGS4; P49798; HEK293 M3R/RGS4 inducible, Fluo-4 calcium flux; hits give high values; triggered by carbachol at its EC20; B-score at 10 µM; 310,000 tested, 0.45% active; AID 463165;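 active = B-score, a plate-corrected calcium signal, over three deviations above library mean, with baseline fluorescence within five deviations of library mean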;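 also: RGS4 expression induced by doxycycline in cells with stable M3 receptor; B-score is computed from the integrated fluorescence ratio over baseline after carbachol; higher B-score means a larger calcium signal and so more RGS4 inhibition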
KCNQ1 block – human KCNQ1 channel inhibition; AID 2642; 310,000 tested, 1.3% active; B-score at 10 µM; CHO-K1 KCNQ1, FluxOR thallium flux fluorescence; hits give high values;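 active = compounds whose thallium flux B-score, printed positive for inhibition, exceeds three library SD while starting fluorescence stays within three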;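 also: channel opened by potassium depolarization with thallium stimulus after 20 min compound exposure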
An asterisk follows results filed as active; i = inactive; ? = inconclusive; nt = not tested or not shown.

Below each SMILES: ANO1 block	hERG rescue	KCNK9 inh	SKKanGAS inh	ANO1 activ	RGS4 pot	KCNQ1 pot	HDAC3 inhib	KCNK3 inh	RGS4 block	KCNQ1 block
> COc1ccc(CCNC(=O)C(=O)Nc2ccc3nc4n(c(=O)c3c2)CCCCC4)cc1OC
    i	-11.8	i	58.4*	i	i	i	0.5	i	i	i
> N#CC/C(N)=N/Nc1nc2ccccc2nc1Cc1ccccc1
    i	-10.1	i	12.8	i	i	i	-2.7	i	i	i
> O=C(C1=C[C@@H](c2ccc(Br)cc2)C[C@@H](OCCCCO)O1)N1CCN(Cc2ccc3c(c2)OCO3)CC1
    i	-11.4	i	7.6	i	i	i	5.1	i	i	i
> COc1cccc(/C=C2\SC(=O)N(CCC(=O)NC3CCS(=O)(=O)C3)C2=O)c1 (stereo not given)
    i	-11.7	i	7.0	i	i	i	13.0	i	i	i
> Cc1ccoc1C(=O)Nc1ccc2ccccc2c1
    i	-6.8	i	0.4	i	i	i	-0.6	i	i	i
> O=C(Cc1ccc(F)cc1)N/N=C/c1ccc(-c2ccc(Cl)c(C(=O)O)c2)o1
    i	-12.5	i	12.9	i	i	i	5.7	i	i	i
> O=[N+]([O-])c1cccc(-c2cn3nc(-c4ccccc4)c(-c4ccccc4)nc3n2)c1
    i	-12.7	i	10.5	i	i	i	-1.6	i	i	i
> COc1ccc(NC(=O)CN(c2ccccc2C)S(C)(=O)=O)c(OC)c1
    i	-10.1	i	-6.2	i	i	i	-1.2	i	i	i
> NC(=O)NCCC1=CCCCC1
    i	-1.8	i	4.0	i	i	i	-3.6	i	i	i
> COc1cc(C(=O)NC(CCSC)C(=O)OCC(=O)NC(=O)C2CCCCC2)cc(OC)c1OC (stereo not given)
    i	-6.0	i	21.3	i	i	i	-1.5	i	i	i
> Cn1c(C(=O)O)c(S(=O)(=O)c2ccc(Cl)cc2)c2ccccc21
    i	-13.9	i	0.9	i	i	i	-10.6	i	i	i
> CC1=NN(c2ccccc2)C(=O)C1(C)[N+](=O)[O-] (stereo not given)
    i	-4.7	i	-1.2	i	i	i	-0.5	i	i	i
> COc1ccc(S(=O)(=O)N2CCN(C(=O)COc3ccc(C)c(C)c3)CC2)cc1OC
    i	-4.2	i	4.3	i	i	i	9.3	i	i	i
> O=C(NCCSc1ncc(-c2ccccc2)[nH]1)c1ccco1
    i	-7.5	i	-1.9	i	i	i	6.3	i	i	i
> CCOC(=O)N1CCN(C(=O)C2CCCN(S(=O)(=O)c3ccc(C)cc3)C2)CC1 (stereo not given)
    i	-5.9	i	-0.9	i	i	i	3.7	i	i	i
> COc1ccc(NC(=O)C(CC(C)C)NC(=O)C2CCCCC2)c(OC)c1 (stereo not given)
    i	-11.6	i	-3.3	i	i	i	-4.2	i	i	i
> COc1ccccc1NC(=O)Nc1ccc(Cl)c(S(=O)(=O)Nc2ccccc2OC)c1
    i	-4.7	i	28.2	i	i	i	10.6	i	i	i
> CC(C)(C)C1CCC(C(=O)OCC(=O)Nc2ccc3[nH]c(=O)[nH]c3c2)CC1 (stereo not given)
    i	-6.0	i	2.6	i	i	i	-0.1	i	i	i
> Cc1cccc2sc(N(CCCN3CCOCC3)C(=O)CS(=O)(=O)c3ccc(F)cc3)nc12
    i	-17.3	i	1.7	i	i	i	2.5	i	i	i
> COc1ccc(CNc2cccc3[nH]c(C(F)(F)F)nc23)cc1OC
    i	-9.8	i	0.9	i	i	i	-1.4	i	i	i

The list goes on.
Below each SMILES: ANO1 block	hERG rescue	KCNK9 inh	SKKanGAS inh	ANO1 activ	RGS4 pot	KCNQ1 pot	HDAC3 inhib	KCNK3 inh	RGS4 block	KCNQ1 block
> CN(C)c1ccc(C=NCC2COc3ccccc3O2)cc1 (stereo not given)
    i	-5.5	i	-3.7	i	i	i	-1.4	i	i	i
> O=S(=O)(c1ccc(Br)cc1)c1nc(-c2ccccc2)oc1N1CCOCC1
    i	-3.7	i	13.4	i	i	i	-6.8	i	i	i
> O=C(O)COc1ccc(=O)n(-c2ccccc2)n1
    i	-5.9	i	-2.4	i	i	i	-4.7	i	i	i
> Cc1ccc(NC(=O)N2C(=O)C3(OCCO3)c3ccccc32)cc1
    i	-10.5	i	-0.8	nt	i	i	-2.0	i	i	i
> COc1ccc([N+](=O)[O-])cc1N1C(=O)c2cccnc2C1=O
    i	-2.6	i	0.5	i	i	i	7.8	i	i	i
> O=C(O)CCCC(=O)NCCc1cccc(Cl)c1
    i	-10.0	i	-2.0	i	i	i	-3.0	i	i	i
> Cc1ccc(C(=O)Nc2ccccc2C(=O)NC(Cc2ccccc2)C(=O)O)cc1 (stereo not given)
    i	-16.1	i	11.9	i	i	i	6.4	i	i	i
> CCN1CCN(C(CNS(=O)(=O)c2ccccc2)c2ccccc2)CC1 (stereo not given)
    i	-4.8	i	3.5	i	i	i	?	i	i	i
> CCC(=O)N(C(=O)CC)N1CCN(c2ccncc2S(=O)(=O)N2CCCCC2)CC1
    i	-11.3	-9.29*	0.6	i	i	i	-3.5	i	i	i
> Cc1ccccc1NC(=O)COc1ccc2oc(=O)cc(C)c2c1
    i	-9.6	i	4.8	i	i	i	2.9	i	i	i
> Cn1nc(CC(=O)NCc2ccc(C(F)(F)F)cc2)c2ccccc2c1=O
    i	-8.7	i	-5.8	i	i	i	-5.2	i	i	i
> COCC(=O)Nc1nnc(-c2ccc(C(C)(C)C)cc2)s1
    i	-18.8	i	15.5	i	i	i	4.2	i	i	i
> COc1cc(S(=O)(=O)N2CCCCC2)ccc1NC(=O)Cc1ccccc1
    i	-16.4	i	-11.4	i	i	i	-3.0	i	i	i
> Cc1ccc2nc(C)c3c(c2c1)OC(C(C)(Cl)Br)C3 (stereo not given)
    i	-14.1	i	6.4	i	i	i	3.1	i	i	i
> CCC(NC(C)C)C(O)c1ccc(O)c(O)c1 (stereo not given)
    i	-8.0	i	-0.1	i	i	i	-2.1	i	i	i
> O=C(Nc1nnc(CC2=CCCCC2)s1)c1cccs1
    i	-16.0	i	8.7	i	i	i	-0.1	i	i	i
> CSCc1ccc(C(=O)NCCSc2ccc(Br)cc2)cc1
    i	-5.9	i	-13.6	i	i	i	8.3	i	i	i
> CC(=O)Nc1cccc(NC(=O)c2csc(C)c2)c1
    i	-7.9	i	-1.0	i	i	i	-1.7	i	i	i
> CCc1ccc(-c2nc(CS(=O)CC(=O)NCCN3CCCCCC3)c(C)o2)cc1 (stereo not given)
    i	-7.1	i	-9.6	i	i	i	0.6	i	i	i
> Cn1c(Cn2nnc3ccccc32)nnc1SCC(=O)Nc1nccs1
    i	-5.7	i	-0.9	i	i	i	-2.4	i	i	i

(continued)
Below each SMILES: ANO1 block	hERG rescue	KCNK9 inh	SKKanGAS inh	ANO1 activ	RGS4 pot	KCNQ1 pot	HDAC3 inhib	KCNK3 inh	RGS4 block	KCNQ1 block
> CCC(C)c1c(O)nc(SCc2ccccc2)[nH]c1=O (stereo not given)
    i	-7.8	i	-5.9	i	i	i	6.6	i	i	i
> CCC(C)c1ccc(NC(=O)c2cccnc2)cc1 (stereo not given)
    i	-9.2	i	-8.9	i	i	i	2.1	i	i	i
> CCOc1ccc(-n2nc3c(SCCN4CCCC4)nnc(C)c3c2C)cc1
    i	-4.4	i	2.0	i	i	i	3.7	i	i	i
> O=C(COC(=O)CCc1ccc(S(=O)(=O)N2CCOCC2)cc1)Nc1ncc(C(F)(F)F)cc1Cl
    i	-3.7	i	4.9	i	i	i	3.9	i	i	i
> CCC(C)Sc1ccc(-c2nc3cnccn3c2NC2CCCCC2)cc1 (stereo not given)
    i	-10.6	i	93.1*	i	i	i	3.2	i	i	i
> Cc1cccnc1NC(=O)c1ccc(Cl)c(S(=O)(=O)N2CCCCCC2)c1
    i	-8.0	i	-3.9	i	i	i	-5.1	i	i	i
> O=C(COc1nsnc1N1CCOCC1)Nc1ccccc1Cl
    i	-8.3	i	-1.9	i	i	i	2.5	i	i	i
> Cc1cc(OCCNCCO)cc(C)c1Cl
    i	-3.7	i	2.4	i	i	i	-0.3	i	i	i
> O=C(N/N=C/c1ccsc1)c1c[nH]c2ccccc12
    i	-6.0	i	-4.0	i	i	i	-9.1	i	i	i
> O=C1CCOc2cc(OCc3ccccc3)ccc21
    i	-9.1	i	9.1	i	i	i	-0.8	i	i	i
> Cn1cccc1-c1cc(C(=O)N/N=C/c2ccc(Cl)cc2)[nH]n1
    i	-14.1	i	-1.4	i	i	i	-2.6	i	i	i
> O=C(COC(=O)c1ccco1)Nc1nc2ccccc2s1
    i	7.3*	i	0.7	i	i	i	4.8	i	i	i
> CSc1ncc(-c2ccccc2)cn1
    i	-1.4	i	-17.9	i	i	i	-0.5	i	i	i
> CC(C(=O)N1CCCc2c1c(=O)oc1ccc(O)cc21)N1CCc2ccccc2C1 (stereo not given)
    i	-6.9	i	7.5	i	i	i	8.7	i	i	i
> Cc1cccc(C(=O)NCC(=O)N2CCCC2)c1
    i	-9.6	i	-0.8	i	i	i	4.0	i	i	i
> C[C@H](NC(=O)CCCn1nnc2ccccc2c1=O)C(=O)O
    i	-8.1	i	-0.3	i	i	i	0.0	i	i	i
> CCOC(=O)c1ccc(N2C(=O)c3n[nH]c(C)c3C2c2ccccn2)cc1 (stereo not given)
    i	-8.0	i	5.4	i	i	i	-7.4	i	i	i
> Cc1ccc(-n2c(NN)nc3ccccc3c2=O)c(C)c1
    i	-0.8	i	0.9	i	i	i	0.4	i	i	i
> COC(=O)[C@@H](Cc1c[nH]c2ccccc12)NC(=O)C1CCCN(S(=O)(=O)c2ccc(C)cc2)C1 (stereo not given in full)
    i	-5.0	i	-0.1	i	i	i	6.5	i	i	i
> Cc1ccc(-c2noc(CCCC(=O)NC3CCCCC3)n2)cc1
    25*	-4.9	i	-10.2	i	i	i	-3.8	i	i	i
